Tb PYK inh – qHTS of Trypanosoma Brucei Inhibitors. TbPYK enzyme, Kinase-Glo Plus ATP luminescence, 45 min. Potency, µM (top dose mostly 76.8 µM), inactives show top-dose activity, negative = inhibition, most hits filed as inhibitors. 410,000 compounds, 0.12% hits. AID 624173, 2012; also: potency is read from the fitted curve at half-maximal effect; nearly all actives have a fitted effect of over 50% in size
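Luminescence from Kinase-Glo Plus, added after a 45-minute room-temperature reaction, served as the end-point read-out. The enzyme and substrate were preincubated with compound before ADP (130 uM final) initiated turnover. Concentration-effect curves came from normalized qHTS data.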
LmPK inhibitor – qHTS Assay for Inhibitors of Leishmania Mexicana Pyruvate Kinase (LmPK). purified LmPK, Kinase-Glo ATP luminescence, 1 h. Potency, µM (doses to about 57.5 µM), for inactives: at the highest dose activity change, negative = inhibition, most hits filed as inhibitors. Q27686. 290,000 compounds, 0.37% hits; also: potency is read from the fitted curve at half-maximal effect
Target sequence (Q27686 whole entry, looked up): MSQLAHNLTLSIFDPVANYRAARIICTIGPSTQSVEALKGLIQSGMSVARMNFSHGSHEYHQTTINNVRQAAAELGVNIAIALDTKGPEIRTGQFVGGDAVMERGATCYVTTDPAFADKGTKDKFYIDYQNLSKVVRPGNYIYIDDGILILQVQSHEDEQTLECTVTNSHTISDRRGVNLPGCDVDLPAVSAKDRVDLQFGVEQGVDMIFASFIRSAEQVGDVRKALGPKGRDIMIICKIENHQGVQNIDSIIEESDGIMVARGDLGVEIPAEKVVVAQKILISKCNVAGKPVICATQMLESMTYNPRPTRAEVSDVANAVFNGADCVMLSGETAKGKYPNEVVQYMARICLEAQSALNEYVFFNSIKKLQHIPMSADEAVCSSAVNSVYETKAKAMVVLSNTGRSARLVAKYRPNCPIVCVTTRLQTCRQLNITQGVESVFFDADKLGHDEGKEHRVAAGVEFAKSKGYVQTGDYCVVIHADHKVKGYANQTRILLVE
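qHTS format; LmPK 0.1 nM; substrates PEP 0.5 mM and ADP 0.1 mM. One-hour room-temperature incubation, then coupled luciferase luminescence; 0.5 nM enzyme wells mark activation.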
AmpC inh no detg – qHTS Inhibitors of AmpC Beta-Lactamase (assay without detergent); Potency, µM (top dose mostly 57.1 µM), for inactives: at the highest dose activity change, negative = inhibition, hits mostly inhibitors; AmpC nitrocefin hydrolysis, absorbance 480 nm, 0.0001% Triton; 330,000 compounds, 0.52% hits;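 also: potency is read from the fitted curve at half-maximal effect; plate controls were no compound for no effect and no enzyme for full effect; nearly all actives have a fitted effect of over 20% in size; some results filed as inactive show a strong effect at the top dose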
Target sequence (P00811 whole entry, looked up): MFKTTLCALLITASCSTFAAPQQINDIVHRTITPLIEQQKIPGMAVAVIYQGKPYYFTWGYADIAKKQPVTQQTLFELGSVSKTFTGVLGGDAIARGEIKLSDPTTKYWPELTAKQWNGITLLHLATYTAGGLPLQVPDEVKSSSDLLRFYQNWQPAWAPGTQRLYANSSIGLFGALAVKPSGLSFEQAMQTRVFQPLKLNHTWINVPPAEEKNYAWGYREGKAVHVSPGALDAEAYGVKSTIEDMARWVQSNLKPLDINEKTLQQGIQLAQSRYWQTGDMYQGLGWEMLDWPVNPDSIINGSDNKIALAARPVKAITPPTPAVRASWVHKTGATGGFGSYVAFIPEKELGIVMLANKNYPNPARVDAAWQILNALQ
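20 mM phosphate pH 7.0 + 0.01% (detergent screen) or 0.0001% Triton X-100; 5.3 nM AmpC reagent; cpd preinc 15 min RT; nitrocefin (800 uM stock) to start; A480 q20 s × 4 min; Activity was normalised to no-enzyme and no-compound control wells.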
AmpC inh detg – qHTS Inhibitors of AmpC Beta-Lactamase (assay with detergent); P00811; AmpC hydrolysis of nitrocefin, absorbance 480 nm, 0.01% Triton; Potency, µM (highest dose often 114 µM), without a hit: at the highest dose activity change, negative = inhibition, usual class: inhibitors; 370,000 compounds, 0.041% hits; AID 485294, 2010;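 also: potency is read from the fitted curve at half-maximal effect; 0% = no-compound wells and -100% = no-enzyme wells; nearly all actives have a fitted effect of over 25% in size; some results filed as inactive show a strong effect at the top dose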
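20 mM phosphate pH 7.0 + 0.01% (detergent screen) or 0.0001% Triton X-100; 5.3 nM AmpC reagent; cpd preinc 15 min RT; nitrocefin (800 uM stock) to start; A480 q20 s × 4 min; Activity was normalised to no-enzyme and no-compound control wells.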
HCV inhibitor – qHTS Assay for Inhibitors of Hepatitis C Virus (HCV); Huh7.5.1 HCVcc-Cre infection, luciferase reporter, 44 h; Potency, µM (doses to about 41.8 µM), for inactives: top-dose activity change, negative = inhibition, actives largely listed as inhibitors; 340,000 compounds, 3.4% hits; AID 651820, 2012; also: potency is read from the fitted curve at half-maximal effect
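Cells seeded at 1,000/well and cultured 4 h, then compounds added followed by HCVcc-Cre virus (~0.5 moi). After 44 h further culture, luciferase substrate was added, plates held 15 min at room temperature, and luminescence read for 15 sec.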
HCMV inh – qHTS Assay for inhibitors of the human cytomegalovirus (HCMV). HFF cells, HCMV-luciferase reporter, 72 h; stronger effect = lower value. activity change, negative = inhibition, % at 57.5 µM. 410,000 compounds, 4.5% hits. AID 1259415, 2018; in the data active = activity change below about -60%; inconclusive = no clear call, values can overlap the other calls; inactive = above about -39%
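Screen run at 2 compound doses on HFFs infected with reporter HCMV, MOI 1 PFU/cell. Luciferase activity from cell lysates at 72 h post infection gave inhibition relative to buffer-only and Salinomycin wells.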
AMA1-RON2 inh – qHTS for Inhibitors of AMA1-RON; Towards Development of Antimalarial Drug Lead: Primary Screen. Plasmodium falciparum AMA1 (3D7) - RON2 peptide interaction. AlphaScreen AMA1-biotinylated RON2 peptide binding. Potency, µM (highest dose often 58.2 µM), without a hit: top-dose activity change, negative = inhibition, most hits filed as inhibitors. 360,000 compounds, 0.2% hits. AID 720542, 2013;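 also: potency is read from the fitted curve at half-maximal effect; 0% = vehicle wells and -100% = peptide control; nearly all actives have a fitted effect of over 45% in size; some results filed as inactive show a strong effect at the top dose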
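AMA1 (3D7) with his tag at 25 nM final met compounds first, then biotinylated RON2 peptide at 25 nM; detection used donor plus acceptor beads, 10 µg/mL apiece, read by AlphaScreen after 30 min at room temperature.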
An asterisk follows results filed as active; ? = inconclusive; . = not tested or not shown; & = joins results of further samples; [ ] = dose if it differs, or a comment. Unless noted, calls follow the shape of the dose curve; as a rule, active = well fitted curve in the direction sought with a large enough effect; inconclusive = small, poorly fitted or top-dose-only effect, or another doubt; inactive = no such curve, though single readings can be large; an effect the other way counts as inactive or inconclusive. Unless noted, % is scaled to controls: 0 for no effect and ±100 for the full control effect.

Second line of a record – Tb PYK inh | LmPK inhibitor | AmpC inh no detg | AmpC inh detg | HCV inhibitor | HCMV inh | AMA1-RON2 inh
O=C(Cn1c(=O)c2cccn2c2ccccc21)Nc1ccc(F)cc1F
 : -3% | -6% | -27% | 4% | ? | -17 | 0%
O=C(NCc1cccc(F)c1)C1CCC(=O)N(C2CC2)C1 (configuration not stated)
 : 0% | 0% | -7% | 7% | 19% | 3 | -10%
CCN1CCc2c(sc(NC(=O)Cc3ccccc3)c2C(=O)OC)C1
 : 5% | -4% | -1% | -3% | ? | ? | -1%
CCOCCCNC(=O)c1ccc2c(=O)n(CCc3ccccc3)c(=O)[nH]c2c1
 : -2% | . | . | 4% | . | 9 | .
Cc1ccc(S(=O)(=O)Nc2ccc(-c3ccc(N4CCCCCC4)nn3)cc2)cc1C
 : 0% | . | . | 2% | . | 12 | .
CC1CCCN(C(=O)COC(=O)c2ccc[nH]c2=O)C1 (configuration not stated)
 : 0% | -8% | -2% | 0% | -7% | 52 | -9%
Cc1cccc(N(CC(=O)NC2CCCC2)C(=O)CS(=O)CC(=O)Nc2ccc3c(c2)OCO3)c1 (configuration not stated)
 : 1% | 5% | 3% | -14% | -3% | 27 | -8%
COC(=O)CN1CCN(C(c2ccccc2)c2ccccc2)CC1
 : -18% | -1% | 40% | ? | -13% | 4 | -1%
CC(=O)NCCNC(=O)C1Cc2c(-c3ccc4c(c3)OCO4)ccnc2O1 (configuration not stated)
 : 1% | . | . | . | . | 68 | -12%
CN1CCN(c2cc(-c3ccccc3)nc3cc(-c4ccc(F)cc4)nn23)CC1
 : 4% | -2% | 16% | -10% | ? | -30 | 7%

Of the compounds above, these contain a carbonyl joined to an NH by a bond outside any ring.
Second line of a record – Tb PYK inh | LmPK inhibitor | AmpC inh no detg | AmpC inh detg | HCV inhibitor | HCMV inh | AMA1-RON2 inh
O=C(Cn1c(=O)c2cccn2c2ccccc21)Nc1ccc(F)cc1F
 : -3% | -6% | -27% | 4% | ? | -17 | 0%
O=C(NCc1cccc(F)c1)C1CCC(=O)N(C2CC2)C1 (configuration not stated)
 : 0% | 0% | -7% | 7% | 19% | 3 | -10%
CCN1CCc2c(sc(NC(=O)Cc3ccccc3)c2C(=O)OC)C1
 : 5% | -4% | -1% | -3% | ? | ? | -1%
CCOCCCNC(=O)c1ccc2c(=O)n(CCc3ccccc3)c(=O)[nH]c2c1
 : -2% | . | . | 4% | . | 9 | .
Cc1cccc(N(CC(=O)NC2CCCC2)C(=O)CS(=O)CC(=O)Nc2ccc3c(c2)OCO3)c1 (configuration not stated)
 : 1% | 5% | 3% | -14% | -3% | 27 | -8%
CC(=O)NCCNC(=O)C1Cc2c(-c3ccc4c(c3)OCO4)ccnc2O1 (configuration not stated)
 : 1% | . | . | . | . | 68 | -12%

The results go on.
Second line of a record – Tb PYK inh | LmPK inhibitor | AmpC inh no detg | AmpC inh detg | HCV inhibitor | HCMV inh | AMA1-RON2 inh
Cc1cccc2c(=O)cc(C)n(CC(N)=O)c12
 : 4% | -4% | -11% | -4% | 3% | 19 | 5%
COc1ccc(CNS(=O)(=O)c2ccc3c(c2)C(C)(C)C(=O)N3C)cc1OC
 : 4% | . | . | 2% | . | 4 | .
O=[N+]([O-])c1ccccc1SN(Cc1ccccc1)c1ccccn1
 : -6% | -3% | -36% | ? | 5% | 38 | ?
Cc1ccc(C(O)c2ncc(-c3ccc(F)cc3)[nH]2)cc1F (configuration not stated)
 : -7% | . | . | . | . | 16 | -13%
CC1Cc2ccccc2N1C(=O)CSc1nnc(-c2ccc(S(=O)(=O)N3CCCCC3)cc2)o1 (configuration not stated)
 : . | 4% | -18% | -6% | . | . | .
Cc1ccccc1CC(=O)N1CC(C)OC(C)C1 (configuration not stated)
 : -2% | 0% | -3% | -10% | 11% | 8 | 3%
O=C1C(Cl)=C(NCCc2ccccc2)C(=O)N1CCc1ccccc1
 : 9% | 4% | -15% | 3% | 2% | 29 | 71%[activator]
CCN1C(=O)/C(=C/c2ccc(C)s2)NC1=S
 : -26% | 0% | -21% | 0% | 6% | -23 | 20%
CCC1CCCCN1CCCNC(=O)c1cn(CC(C)C)c(=O)c2cc(OC)c(OC)cc12 (configuration not stated)
 : -16% | 3% | 162%[activator] | -1% | 7% | 20 | 45%[activator]
O=C(Nc1nc(-c2cccs2)c(-c2cccs2)s1)C1(c2ccccc2)CC1
 : -10% | 4% | -42% | -8% | -27% | ? | -19%

Continued.
Second line of a record – Tb PYK inh | LmPK inhibitor | AmpC inh no detg | AmpC inh detg | HCV inhibitor | HCMV inh | AMA1-RON2 inh
CCn1c(=O)c2cc(C(=O)N(CCN(C)C)Cc3ccccc3)sc2c2ccccc21
 : -2% | . | . | -15% | . | ? | .
CCC1(c2ccc(Cl)cc2)NC(=S)N(c2ccccc2)N1 (configuration not stated)
 : -25% | -2% | -35% | 9% | 1% | -18 | 27%
COc1ccc(C2c3c(oc4ccccc4c3=O)C(=O)N2c2ccc(C)cn2)cc1OC (configuration not stated)
 : 1% | 2% | -11% | 6% | 3%&5% | 20 | 11%
O=C(NCc1cccs1)c1ccc(Cl)c(S(=O)(=O)N2CCOCC2)c1
 : 2% | . | . | . | . | -3 | -12%
C[C@H](O)[C@@H]1C(=O)N2CCc3c([nH]c4ccccc34)[C@@H]2C[C@@H]1N(C)S(=O)(=O)c1ccccc1
 : -2% | . | . | . | . | 37 | -13%
COC(=O)c1cccc(C23CC4(C2)[C@H](CN(Cc2cccnc2)[C@@H]4c2ccccc2)C3c2ccc(C(F)(F)F)cc2)c1 (some centres not stated)
 : 2% | 3% | 25% | -2% | 32%[activator] | -24 | 8%
O=C(/C(=N/N=C/c1ccc(O)c(O)c1O)c1ccccc1)c1ccccc1
 : -10% | 4% | 20µM* | 19% | ? | 14 | 15%
COc1ccc2c(c1)O[C@H]1c3ccc(O)cc3OC[C@@H]21
 : 4% | . | . | . | 12% | -11 | 6%
COc1ccc(C2CCN(CC(=O)N(C)C)CC2O)cc1 (configuration not stated)
 : 0% | 1% | 81%[activator] | 0% | 19% | -9 | 9%
Nc1c(C(=O)Nc2ccc(Cl)c(C(F)(F)F)c2)sc2nc(-c3ccncc3)ccc12
 : -8% | . | . | 22% | . | -20 | .

Remaining list, next part
Second line of a record – Tb PYK inh | LmPK inhibitor | AmpC inh no detg | AmpC inh detg | HCV inhibitor | HCMV inh | AMA1-RON2 inh
Cc1ccc(NC(=O)/C=C\C(=O)O)c([N+](=O)[O-])c1
 : 3% | -1% | -27% | -13% | -4% | 34 | -13%
COc1ccccc1N1CCN(C(=O)c2ccncc2)CC1
 : 1% | 1% | -1% | -10% | 13% | -1 | -1%
Cc1c(Cl)cccc1NC(=S)N1CCOCC1
 : 2% | -2% | -16% | ? | 6% | -11 | 0%
O=C(c1cccn2c(=O)c3cc(Cl)ccc3nc12)N1CCN(c2ccccc2F)CC1
 : -4% | . | . | -3% | . | 14 | .
Cc1cc(C)cc(C(=O)NCC(=O)OCC(=O)Nc2ccc(C)cc2Br)c1
 : -5% | 1% | -13% | 6% | -9% | -33 | 8%
O=C(CSc1nccn1Cc1ccccc1)NC1CCCC1
 : -1%&-3% | -13% | 13% | 2%&23% | 28% | 24&15 | -2%
CN1OC[C@@H]2CN(Cc3cc(Cl)cc(Cl)c3)[C@H](c3cccc(Br)c3)C[C@@H]21
 : 4% | . | . | . | -28% | -14 | -22%
CC(C)NC(=O)C1(C)CCN1C(=O)c1cccc(Cl)c1 (configuration not stated)
 : 7% | . | . | . | . | 22 | -5%
Cc1nn(C)c(C)c1S(=O)(=O)N(CC(=O)NCCc1ccc(Cl)cc1)c1ccc(C(C)C)cc1
 : 1% | . | . | 8% | . | -1 | .
CC(C)N(Cc1ccccc1)C(=O)COC(=O)c1ccccc1SCC(=O)N1CCCC1
 : 0% | . | 71%[activator] | -4% | -26% | -9 | 15%

Later entries
Second line of a record – Tb PYK inh | LmPK inhibitor | AmpC inh no detg | AmpC inh detg | HCV inhibitor | HCMV inh | AMA1-RON2 inh
CC(C)OC(=O)c1c(NC(=O)c2cnn3c2NC(c2ccccc2)CC3C(F)(F)F)sc2c1CCCC2 (configuration not stated)
 : -15% | 0% | -34% | 1% | -1% | 3 | 2%
O=C(CC(=O)c1ccccc1)Nc1ccc2c(c1)OCCO2
 : -14% | -15% | -20% | -10% | -13% | 20 | -16%
O=C(Nc1ccc(F)cc1F)C1CCN(C(=O)c2cnn(-c3ccccc3)c2-n2cccc2)CC1
 : -3% | . | . | 7% | . | -15 | .
COc1ccc(/C=C/C(=O)O/N=C(\N)c2ccccc2)cc1OC
 : 5% | -3% | 51% | -13% | -11% | 56 | -9%
Cc1cc(C)n(-c2nc3c(c(=O)[nH]c(=O)n3C)n2Cc2ccccc2)n1
 : 6% | 1% | -17% | -10% | 2µM* | 27 | -3%
Cc1cc(NCCN)nc2ccccc12
 : -9% | -3% | -25% | 2% | ? | 54 | 4%
O=C(c1ccco1)N1CCN(C(=O)c2cc(-c3ccc(F)cc3)no2)CC1
 : 2% | -8% | -10% | 3% | 7% | -11 | 3%
OCCN(CC#CCn1c2ccccc2c2ccccc21)CCO
 : 0% | 1% | 105%[activator] | -4% | 6% | 35 | 13%
O=C(CSc1nnc(-c2ccncc2)n1Cc1ccco1)N1c2ccccc2Sc2ccc(Cl)cc21
 : -7% | 2% | -13% | -14% | ? | 13 | 4%
COc1ccc2c(C)cc(SCC(=O)Nc3cccnc3Cl)nc2c1
 : -1% | 0% | -21% | 0% | -3% | 51 | -3%

(listing goes on)
Second line of a record – Tb PYK inh | LmPK inhibitor | AmpC inh no detg | AmpC inh detg | HCV inhibitor | HCMV inh | AMA1-RON2 inh
COC(=O)CSc1nnc(-c2ccco2)n1Cc1ccco1
 : -24% | 5% | 1% | -8% | 7% | -6 | -6%
Cn1c(=O)[nH]c(=O)c2c1nc(N1CCN(c3cccc(Cl)c3)CC1)n2CCCc1ccccc1
 : . | 9% | -11% | 3% | 2% | . | .
CCc1nc2ccc(C(=O)NCCN3CCOCC3)cn2c1N(CC)CCOC
 : 0% | . | . | . | . | 17 | 3%
CCN(CCNC(=O)CC1Oc2ccccc2NC1=O)c1ccccc1 (configuration not stated)
 : -7% | 11% | -6% | -10% | -13% | -24 | -5%

Bioassay records: PubChem BioAssay, National Center for Advancing Translational Sciences (NCATS)

Compounds were not picked by outcome; 7.5% or so of the library scored in one or more.
